Assay outcomes: PubChem BioAssay, several laboratories
Wnt act: Wnt/beta-catenin pathway activators, primary screen, cell-based, plate reader, single point. activation, % at 9.35 µM. Wnt/beta-catenin reporter cell assay, activator. AID 743398, 2014. 1.2% of 300,000 active; in the data active means activation above about 30%, passing the limit was not always enough;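 further: 0% = neutral control wells and 100% = positive control wells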
phage Ecoli inh: growth loss of phage-infected E. coli, primary screen, RecBCD inhibitor project, absorbance, with phage, HTS | inhibition, % at 11.9 µM | 0.26% of 360,000 active | AID 651602, 2012; in the data active means inhibition above about 11%
The depositor's hits bear a star. A portion of the library (hit frequency here may not be typical).

Fields – Wnt act	phage Ecoli inh
> CN(Cc1ccccc1)C(=O)c1ccc(Nc2nc(C(N)Cc3ccccc3)cs2)nc1 (stereo unspecified)
 : -4	0.5
> CN(C)CCN1CCN(C2CN(Cc3cn(Cc4cccc(C(F)(F)F)c4)nn3)S(=O)(=O)C2)CC1 (stereo unspecified)
 : -3	3.4
> O=C(Nc1ccc(F)cc1)Nc1nnc([C@@H]2C[C@H](O)[C@@H](CO)O2)s1
 : 0	2.5
> COc1ccccc1NC(=O)Nc1nnc([C@H]2C[C@H](O)[C@@H](CO)O2)s1
 : -2	0.5
> C#CCNc1cccc2c1S(=O)(=O)N[C@H](C)CO2
 : -1	4.1
> COc1ccc(-c2cnc3cccnn23)cn1
 : 0	2.6
> Cc1cccc(COC[C@H](Cc2ccccc2)N2CCN(C(=O)c3ccc(C(F)(F)F)cc3)CCC2=O)c1
 : -2	-2.2
> COC(=O)CC#C[C@H](C)[C@@H](NS(=O)(=O)c1ccc([N+](=O)[O-])cc1)C(C)(C)C
 : -4	2.7
> Cc1cccc(NC(=O)Nc2nnc([C@@H]3C[C@H](O)[C@@H](CO)O3)s2)c1
 : 9	1.6
> Cc1cc2oc(=O)cc(CN(Cc3ccccc3)Cc3ccccc3)c2cc1Cl
 : -6	3.2
> Cc1ccc(CN2CC(N3CCCCC3)CS2(=O)=O)cc1 (stereo unspecified)
 : -3	0.6
> COCCNc1nc2cc(-c3ccsc3)sc2c(=O)n1C
 : -1	0.0
> Cc1cnc(C)c(Nc2nc(C(N)Cc3ccccc3)cs2)n1 (stereo unspecified)
 : -2	-2.6
> CC(O)(c1cccnc1)c1nc(-c2cc(F)cc(F)c2)cs1 (stereo unspecified)
 : -2	2.0
> CCCCNC(=O)C1(C)CCC(=O)N1c1cc(C(C)(C)C)nn1C (stereo unspecified)
 : -2	2.3
> CCCNC(=O)C1(C)CCCN(Cc2ccccc2F)C1 (stereo unspecified)
 : -1	1.8
> CS(=O)(=O)N1CCCCC1c1cc(C(=O)NCc2ccc(Cl)c(Cl)c2)no1 (stereo unspecified)
 : -2	1.1
> COC(=O)[C@]12CCCCC=C1N(Cc1ccc3c(c1)OCO3)C(=O)[C@H](CC(=O)N1CCN(C(=O)C3CC3)CC1)C2
 : -1	2.2
> COCCOC(=O)N1CCCCC1c1cc(C(=O)Nc2cccc3c2CCCC3)no1 (stereo unspecified)
 : 0	1.9
> CCOC(=O)[C@]12CCCC=C1N(Cc1ccc3c(c1)OCO3)C(=O)[C@H](CC(=O)NCc1ccc(C)o1)C2
 : -4	1.7
> CCCc1ccc2c(C(F)(F)F)cc(C(F)(F)F)cc2n1
 : -1	3.3
> CC(O)(c1ccc(F)c(F)c1)c1nc(-c2ccncc2)cs1 (stereo unspecified)
 : -4	2.5
> O=C(c1ccccn1)N(Cc1ccco1)C1(C(=O)Nc2ccc(Br)cc2)CCCCC1
 : 3	-0.1
> COc1ccc2c(c1)CCC(=O)[C@H](O)C[C@H](c1ccccc1)OC2=O
 : -2	2.4
> O=C(Cn1cc(-c2ccccn2)nn1)NS(=O)(=O)c1cccc(OC(F)F)c1
 : 0	-0.5
> COc1ccc(OC)c(CN2C(=O)CN(S(C)(=O)=O)CC2(C)C(=O)Nc2c(C)cccc2C)c1 (stereo unspecified)
 : -1	2.2
> N#Cc1ccc(S(=O)(=O)N2CCCCC2c2cc(C(=O)NCc3ccccc3)no2)cc1 (stereo unspecified)
 : -2	1.0
> CCCc1ccc(C(O)c2ncc(-c3ccccc3)[nH]2)cc1 (stereo unspecified)
 : 2	2.2
> OC[C@@H]1CN(Cc2cccs2)C[C@H](n2cnc3c(NCc4ccncc4)ncnc32)O1
 : -3	2.4
> CCCCN(C)C(=O)c1ccc(Nc2nc(C(N)COCc3ccccc3)cs2)nc1 (stereo unspecified)
 : -4	-0.6

Next structures:
Fields – Wnt act	phage Ecoli inh
> CCCc1c(-c2ccccc2OC)ncn1CCc1ccccc1OC
 : -1	-0.2
> COc1ccc(C(=O)Nc2c(F)c(F)c(F)c(F)c2F)cc1OC
 : -2	2.3
> COc1ccccc1C(=O)N1CCN(C(=O)[C@@H](Cc2ccccc2)NC(=O)[C@H]2O[C@@H](n3ccc(=O)[nH]c3=O)[C@H](O)[C@@H]2O)CC1
 : 0	0.8
> COC(=O)[C@]12CCCCC=C1N(CCC1=CCCCC1)C(=O)[C@H](CC(=O)N1CCSCC1)C2
 : 2	-0.6
> Cc1c(C2Nc3ccccc3C2C)[nH]c2ccccc12 (stereo unspecified)
 : -7	5.8
> Cc1cn([C@H]2C[C@H](O)[C@@H](/C=C/C(=O)NCc3cccc4ccccc34)O2)c(=O)[nH]c1=O
 : -2	4.4
> OC[C@@H]1CN(Cc2ccco2)C[C@H](n2cnc3c(N4CCN(c5ccccc5)CC4)ncnc32)O1
 : -6	1.9
> CC1(C(=O)NS(=O)(=O)c2ccccc2)CCN1C(=O)C1(c2ccccc2)CCCC1 (stereo unspecified)
 : -1	2.5
> CCOC(=O)C(=O)N(C)c1c(CC)nc2c(OCc3ccc(Cl)cc3)cccn12
 : -1	3.7
> CNC12CCc3cc(OC)c(OC)c(c31)-c1cc3c(cc1C2)OCO3 (stereo unspecified)
 : 3	-1.1
> CC12C(=O)N(c3nccs3)C(=O)C1(C)C1CCC2O1 (stereo unspecified)
 : -6	0.9
> c1ccc(SC23CCCCN(CCC2)C32OCCO2)cc1 (stereo unspecified)
 : -2	2.5
> CSc1ccc(CNC(=O)C2(C)CCCN2C)cc1 (stereo unspecified)
 : -7	-0.8
> COc1ccccc1N1CCN(Cc2cc(=O)oc3cc(C)cc(C)c23)CC1
 : 2	-0.7
> COc1ccc(CN2CCC(C)(Oc3cccc(F)c3)C2)c2ccccc12 (stereo unspecified)
 : -5	-0.2
> COC(=O)[C@]12CCCCC=C1N(Cc1ccc3c(c1)OCO3)C(=O)[C@H](CC(=O)N1CCSCC1)C2
 : -3	1.6
> CC(C)Oc1cc(F)ccc1-c1cc(C(=O)NCc2ccccn2)[nH]n1
 : -3	0.1
> O=C1NC[C@H](Cc2ccc(O)cc2)N(CCc2cc(C(F)(F)F)cc(C(F)(F)F)c2)C1=O
 : -1	0.8
> COc1ccc(C(O)c2nc(-c3cccc(C(C)C)c3)cs2)cc1 (stereo unspecified)
 : -1	0.2
> CC(=O)CC(=O)O[C@@H]1C=C[C@H](NC(=O)OC(C)(C)C)C1
 : 2	2.7
> CCCCc1ccc(S(=O)(=O)NC(=O)C2(C)CCN2C(=O)CC2CC2)cc1 (stereo unspecified)
 : -4	4.0
> CC1(C(=O)NS(=O)(=O)c2ccccc2Cl)CCN1C(=O)c1cccc2ccccc12 (stereo unspecified)
 : 0	1.7
> CCc1nc2cc(NC(=O)C3(C)CCCN(C(C)=O)C3)ccc2o1 (stereo unspecified)
 : 1	0.9
> O=C(OC1CC2CC1[C@H]1CCCCN1C2=O)N1CCC(c2ccccc2)CC1 (stereo partly specified)
 : -1	2.9
> O=S1(=O)CC(N2CCCC2)CN1Cc1ccc(F)cc1 (stereo unspecified)
 : -1	1.9
> COc1ccc(Cl)cc1-c1cc(C(=O)Nc2ccc(C)c(NS(C)(=O)=O)c2)[nH]n1
 : 0	2.6
> COCC(=O)N[C@H]1C=C[C@@H](CC(=O)OC)O[C@@H]1CO
 : -3	4.0
> CN(C)c1ccc(C(=O)NCC2CCN(C(=O)C(=O)c3cccs3)CC2)cc1
 : -6	3.2
> CC(C)(C)c1ccc(S(=O)(=O)NC(=O)C2(C)CCN2C(=O)Cc2cccc3ccccc23)cc1 (stereo unspecified)
 : -1	-0.8
> O=C(NCc1ccc(F)cc1)c1cc(C2CCCN(C(=O)CCCc3ccccc3)C2)on1 (stereo unspecified)
 : -1	0.5

Record cards, as listed above.
Entry for `COc1ccccc1C(=O)N1CCN(C(=O)[C@@H](Cc2ccccc2)NC(=O)[C@H]2O[C@@H](n3ccc(=O)[nH]c3=O)[C@H](O)[C@@H]2O)CC1` = Wnt act = 0; phage Ecoli inh = 0.8
Entry for `CCCCc1ccc(S(=O)(=O)NC(=O)C2(C)CCN2C(=O)CC2CC2)cc1` (stereo unspecified) = Wnt act = -4; phage Ecoli inh = 4.0
Entry for `O=C(OC1CC2CC1[C@H]1CCCCN1C2=O)N1CCC(c2ccccc2)CC1` (stereo partly specified) = Wnt act = -1; phage Ecoli inh = 2.9

The listing continues.
Fields – Wnt act	phage Ecoli inh
> CCCNC(=O)C1(C)CCCN(C(=O)c2ccccc2F)C1 (stereo unspecified)
 : -1	3.3
> COc1cc(CNc2ncnc3c2ncn3[C@H]2CN(CCc3ccccc3)C[C@@H](CO)O2)cc(OC)c1OC
 : -7	2.3
> CCOC(=O)[C@]12CCC=C1N(Cc1ccco1)C(=O)[C@H](CC(=O)NCc1ccccc1)C2
 : -3	-1.4
> CC1(C(=O)Nc2ccc3c(c2)OCCO3)CN(S(C)(=O)=O)CC(=O)N1CCc1ccccc1 (stereo unspecified)
 : 0	-0.7
> Cc1cccc(N2O[C@H]3C=C[C@@H]2C3)n1
 : 2	1.6
> Cc1csc(-c2cc(C(=O)NCc3ccc(F)cc3)n[nH]2)c1
 : 1	4.6
> COc1cccc(CN(C)C(=O)CC[C@H]2O[C@@H](n3ccc(=O)[nH]c3=O)[C@H](O)[C@@H]2O)c1
 : -2	0.6
> COc1ccc(CC(N)c2csc(NC(=O)c3ccccc3)n2)cc1 (stereo unspecified)
 : -13	-1.6
> CC(C)(C)c1ccc(S(=O)(=O)NC(=O)C2(C)CCN2C(=O)C2CC2)cc1 (stereo unspecified)
 : 4	1.9
> COC(=O)c1ccc2nc(-c3ccc(C)cc3)c(CC(C)(C)C)n2c1
 : -3	2.5
> CC1(C(=O)NS(=O)(=O)Cc2cccc(Cl)c2)CCN1C(=O)c1cccc(F)c1 (stereo unspecified)
 : -1	3.1
> Cn1c(=O)c2cc(NC(=O)Nc3ccccc3)ccc2n1Cc1ccccc1
 : 0	1.9
> CCCNC(=O)C[C@@H]1CC[C@H]2NC[C@H](O)COC[C@@H]2O1
 : -2	1.6
> COc1cccc(OC)c1OCCN1CCC(C(=O)NC(c2ccccc2)c2ncccc2C)CC1 (stereo unspecified)
 : 5	0.4
> COCCN1C[C@@H](CO)O[C@@H](n2cnc3c(NC4CCCC4)ncnc32)C1
 : -3	2.4
> Cc1ccc(OCCN2CCC2(C)C(=O)NCc2ccc(C(F)(F)F)cc2)cc1 (stereo unspecified)
 : -1	3.6
> Cc1ccc(-c2csc(C(O)c3ccc(F)c(F)c3)n2)cc1C (stereo unspecified)
 : -1	0.5
> CSc1ccc(CNC(=O)C2(C)CCCN(C(C)=O)C2)cc1 (stereo unspecified)
 : -1	1.6
> O=C(NCc1ccccc1)c1cc(C2CCCCN2S(=O)(=O)Cc2ccccc2)on1 (stereo unspecified)
 : -1	0.7
> CCc1nc2c(OCc3cccc(OC)c3)cccn2c1N(C)C(=O)c1ccc(OC)cc1
 : -4	2.6
> O=C(O)c1ccc(CN2C[C@@H](CO)O[C@@H](n3cnc4c(NCc5ccco5)ncnc43)C2)cc1
 : 0	0.9
> N#Cc1ccc(S(=O)(=O)N2CCCCC2c2cc(C(=O)N3CCOCC3)no2)cc1 (stereo unspecified)
 : 1	1.9
> CCOC1=C2CN(S(=O)(=O)c3ccc(C)cc3)[C@H](c3ccccc3)C[C@@H]2N(S(=O)(=O)c2ccccc2C)[C@H](c2ccccc2)C1
 : -1	3.5
> COc1ccc(N2C[C@@]3(O)CC[C@@H](O)[C@@H](OC)[C@@H]3[C@@](C)(O)[C@@H]2CC=C(C)C)cc1
 : -2	2.5
> FC(F)(F)c1ccccc1Cc1c(-c2ccc(Cl)cc2)nc2ccc(Cl)cn12
 : 11	1.2
> Cc1cc(C)n2c(Nc3ccc4c(c3)OCCO4)c(CC(C)C)nc2n1
 : 6	2.5
> C#CCNC(=O)C[C@@H]1C[C@@]2(C(=O)OCC)CCC=C2N(Cc2ccc(Cl)cc2Cl)C1=O
 : -3	1.8
> COc1ccc(-c2coc3c(C(=O)NCc4ccc(C(F)(F)F)cc4)cccc23)c(C)c1
 : -2	1.6
> OC(c1ccccc1)c1nc(-c2cccc(F)c2)cs1 (stereo unspecified)
 : 8	2.4
> CCCCCCCCN1C(=O)[C@H](CC(=O)NCCc2ccccc2OC)C[C@@]2(C(=O)OC)CCCCC=C12
 : -3	-4.7

(next part)
Fields – Wnt act	phage Ecoli inh
> Cc1ccc(S(=O)(=O)N(C)C[C@@H]2OCc3cn(nn3)CCCC(=O)N([C@H](C)CO)C[C@H]2C)cc1
 : -1	0.0
> Cc1ccccc1C(=O)NCCN1CCC(n2c(=O)[nH]c3ccccc32)CC1
 : -2	1.2
> O=C(Nc1nnc([C@H]2C[C@H](O)[C@@H](CO)O2)s1)Nc1ccccc1C(F)(F)F
 : 0	2.3
> COc1ccc(C(c2nnnn2Cc2ccccc2)N2CCN(C/C=C/c3ccccc3)CC2)cc1 (stereo unspecified)
 : -1	3.3
> COc1ccc(-c2nc3ccc(Br)cn3c2Cc2ccccc2C(F)(F)F)cc1OC
 : -3	-0.7
> O=C1N(Cc2ccccc2)c2ccccc2OC1(F)F
 : -1	0.8
> COCCCNC(=O)c1cccc2c(-c3ccnn3C)coc12
 : 8	1.3
> CC(C)[C@H](NC(=O)c1ccco1)C(=O)N1CCC[C@H]1C(=O)NCc1ccccc1
 : -2	1.7
> O=C(OCc1ccccc1)N1Cc2ccnnc2CC1c1ccccc1Br (stereo unspecified)
 : 0	3.3
> CCCCc1c(-c2ccccc2OC)ncn1Cc1ccccc1
 : 2	1.5
> O=C1Nc2ccccc2-n2nnnc2C1N1CCN(c2ccccn2)CC1 (stereo unspecified)
 : 2	-1.7
> CCCCNC(=O)c1nc(C2CCN(S(=O)(=O)c3ccccc3)CC2)oc1-c1cccc(C(F)(F)F)c1
 : 1	2.6

Structural class: the entries above with bromine.
Fields – Wnt act	phage Ecoli inh
> O=C(c1ccccn1)N(Cc1ccco1)C1(C(=O)Nc2ccc(Br)cc2)CCCCC1
 : 3	-0.1
> COc1ccc(-c2nc3ccc(Br)cn3c2Cc2ccccc2C(F)(F)F)cc1OC
 : -3	-0.7
> O=C(OCc1ccccc1)N1Cc2ccnnc2CC1c1ccccc1Br (stereo unspecified)
 : 0	3.3
